Compound activity deposited in PubChem BioAssay by National Center for Advancing Translational Sciences (NCATS).
Akt phos inh – Akt phosphorylation inhibition; Neuro2A IGF-stimulated pAkt S473 HTRF, 20 min; stronger effect = lower value; activity change, % for hits at 50 µM; hit rate 0.32% among 360,000; in the data active = activity change below about -80%; inconclusive = mostly about -51% to -80%; also: % is scaled to controls: 0 for no effect and ±100 for the full control effect
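Neuro2A cells (4,500/well, DMEM with 0.5% FBS) were treated with compound at a single 50 µM final concentration, stimulated with 6 nM IGF for 20 min at 37 °C, and lysed. Phospho-Akt Ser473 was read by HTRF as 665/615 ratio ×10^4.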
Nrf2 ARE act – Nrf2 pathway activation | AREc32 ARE-luciferase reporter (MCF7-derived line), luminescence, 24 h | Potency, µM (highest dose often 46.1 µM), without a hit: at the highest dose activation, usual class: activators | hit rate 0.31% among 410,000 | AID 624171; also: potency is read from the fitted curve at half-maximal effect; % of control where 0% means no effect; nearly all actives have a fitted effect of over 65% in size
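AREc32 cells carrying an ARE-driven firefly luciferase reporter were seeded at 1000 cells/well in OPTI-MEM with 5% FBS, then exposed to compound for 24 hr at 37 deg C. Luminescence was read with Steady-Glo after 30 min at RT.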
Nrf2 block – inhibitors of Nrf2 signaling. A549 ARE-Fluc reporter, luciferase luminescence, 18-24 h. AID 504444. Potency, µM (doses to about 46 µM), for the others: at the top dose activity change, negative = inhibition, most hits filed as inhibitors. hit rate 2.1% among 360,000; also: potency is read from the fitted curve at half-maximal effect; % is scaled to controls: 0 for no effect and ±100 for the full control effect; nearly all actives have a fitted effect of over 60% in size
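Nrf2 activity is the BugLite luminescence, read 15 min after reagent at room temperature, following CellTiter-Fluor cytotoxicity readout (30 min, 37C). Compound titrations were applied for 18-24 h to 5000 A549 ARE_Fluc cells/well in 5% FBS OPTI-MEM.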
Abeta rescue – restores growth of yeast expressing A-beta42 peptide; yeast expressing A-beta42, growth rescue, OD600, 48 h; response scale: 0% DMSO, 100% iron-clioquinol control; Potency, µM (top dose mostly 46.1 µM), inactives show top-dose growth rescue, usual class: activators; hit rate 0.063% among 410,000; AID 1347071; also: potency is read from the fitted curve at half-maximal effect; nearly all actives have a fitted effect of over 55% in size
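Yeast A-beta toxicity model in growth medium with pinned compounds, 48 h at 30 C; growth read as absorbance at 600 nm. Normalized to FeCl3/clioquinol equimolar mix (positive) and DMSO (negative).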
TGFb SMAD3 inh – blocks TGF-b signaling. HepG2 CAGA-GFP TGF-b/SMAD3 reporter, GFP fluorescence, 18 h; TGF-beta stimulated, 500 pg/mL final. Potency, µM (doses to about 46.1 µM), for inactives: at the highest dose activity, negative = inhibition, hits mostly inhibitors. AID 588855. hit rate 1.2% among 410,000; also: potency is read from the fitted curve at half-maximal effect; % is scaled to controls: 0 for no effect and ±100 for the full control effect; nearly all actives have a fitted effect of over 65% in size
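HEPG2 CAGA-GFP reporter cells (1000/well, DMEM with 1% FBS) received compounds, then recombinant TGF-beta at 500 pg/mL final for 18 hours at 37 degrees C. Per-cell GFP summed per well was normalised to unstimulated and stimulated DMSO controls before curve fitting.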
A549 tox – A549 cytotoxicity, counter-screen for Nrf2 inhibitors | A549 ARE-Fluc cells, CellTiter-Fluor viability, 18-24 h | Potency, µM (highest dose often 46 µM), for inactives: at the highest dose activity change, negative = cytotoxicity, actives largely listed as inhibitors | AID 504648 | hit rate 0.16% among 390,000; also: potency is read from the fitted curve at half-maximal effect; % is scaled to controls: 0 for no effect and ±100 for the full control effect
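A549 ARE-Fluc cells in 5% FBS OPTI-MEM, 5000 cells/well, rested 2 h then exposed to compounds in concentration-response for 18-24 h at 37 °C. Viability by CellTiter-Fluor fluorescence (Ex 405/Em 525) after 30 min; luciferase luminescence (BugLite, 15 min, RT) read afterwards.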
HepG2 viability – counter-screen for TGF-b inhibitors: cytotoxicity in HepG2 cells; AID 588856; hit rate 0.76% among 410,000; HepG2 CAGA-GFP viability, ATP luminescence, 18 h; Potency, µM (series often up to 46.1 µM), inactives show top-dose activity change, negative = cytotoxicity, actives largely listed as cytotoxic; also: potency is read from the fitted curve at half-maximal effect; some results filed as inactive show a strong effect at the top dose
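HepG2 CAGA-GFP cells (1000/well, DMEM with 1% FBS) received compound, then TGF-beta at 500 pg/mL final, and were incubated 18 hours at 37 degrees C. Viability was read by CellTiter-Glo luminescence. Media-only wells were set as complete cell-killing and DMSO as no toxicity.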
CCT modulator – cytosolic chaperonin activity modulation; purified chaperonin ATPase assay, HTRF ADP detection, 30 min; activity change, % (no concentration beside the values), hits read low; hit rate 0.3% among 360,000; AID 651819; in the data active = activity change below about -30%; also: % is scaled to controls: 0 for no effect and ±100 for the full control effect
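We incubate TRiC, 40 or 20 nM final, with library compounds at 76 uM and 10 uM ATP for 30 min at 37 °C. ADP formed is detected with Transcreener HTRF reagents after 30 min at room temperature.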
Mm-Cpn inhibitor – M. maripaludis TRiC chaperonin inhibition | hit rate 0.031% among 330,000 | AID 504842 | purified Mm-Cpn ATPase, ADP Transcreener TR-FRET | Potency, µM (doses to about 76.9 µM), inactives show at the top dose activity, negative = inhibition, most hits filed as inhibitors; also: potency is read from the fitted curve at half-maximal effect; % is scaled to controls: 0 for no effect and ±100 for the full control effect; nearly all actives have a fitted effect of over 80% in size
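Compound-treated chaperonin, 25 nM final, turns over 10 uM ATP at 37°C for 30 min following a 10 min preincubation; ADP generated competes with ADP-d2 for Eu-cryptate antibody, lowering FRET.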
* marks the source's active call; other numbers are inactive results; i = inactive; ? = inconclusive; . = not tested or not shown; [ ] = another dose, or the depositor's remark. Unless noted, calls follow the shape of the dose curve; as a rule, active = well fitted curve in the direction sought with a large enough effect; inconclusive = small, poorly fitted or top-dose-only effect, or another doubt; inactive = no such curve, though single readings can be large; an effect the other way counts as inactive or inconclusive.

Molecule | Akt phos inh | Nrf2 ARE act | Nrf2 block | Abeta rescue | TGFb SMAD3 inh | A549 tox | HepG2 viability | CCT modulator | Mm-Cpn inhibitor
CC(=O)c1ccc(OC(=O)Oc2ccc(C(C)=O)cc2)cc1 | i | 3.0% | 8% | 0% | -1% | -1% | -3% | 0.0 | .
CCN(C(=O)CN1C(=O)NC(c2ccccc2)(c2ccc(C)c(C)c2)C1=O)C1CCS(=O)(=O)C1 (stereo unspecified) | i | -0.8% | 2% | -10% | -18% | -5% | -11% | -0.1 | -1%
CCOC(=O)c1c(NC2=NS(=O)(=O)c3ccccc32)sc2c1CCCCC2 | i | 1.5% | 13% | 5% | -6% | 8% | 2% | -3.1 | -2%
COc1ccc(NC(C)=O)cc1NC(=O)CSc1nnc(-c2ccc(F)cc2)n1N | i | 0.1% | 14% | 2% | 6% | . | -2% | -2.5 | 0%
Cc1ccc(C(=O)Nc2nc(C)c(C)s2)o1 | i | 3.8% | 48% | -28% | 0% | 8% | -46% | -1.1 | 1%
COC(=O)C(Cc1ccccc1)NC(=O)COc1ccc(C(C)(C)C)cc1 (stereo unspecified) | i | -0.2% | -6% | -3% | 8% | -9% | -13% | -1.7 | 3%
Cc1ccc(C)c(S(=O)(=O)N2CCN(CC(=O)NC(=O)NCc3ccco3)CC2)c1 | i | 8.1% | ? | -12% | -7% | 2% | -18% | -1.5 | -5%
CC(C)(C)[C@@H]1C=C(C(=O)O)O[C@H](OCc2ccc(CO)cc2)C1 | i | 0.3% | -3% | -7% | 0% | 8% | 4% | -6.4 | .
COc1ccc(N2CCN(c3cnc4ccccc4n3)CC2)cc1 | i | 3.8% | ? | -8% | -14% | 5% | -18% | 2.9 | -7%
CCN(Cc1ccc(NC(C)=O)cc1)CC1CCCN(CCc2cccc(OC)c2)C1 (stereo unspecified) | i | 2.1% | 4% | -9% | -8% | -12% | -27% | -2.1 | 2%
COC(=O)c1cc2c(N)c(C(=O)c3ccc(Cl)cc3)sc2nc1C(OC)OC | i | 7.5% | 5% | -8% | -12% | -26% | -9% | -1.1 | ?
O=C1c2ccccc2NC(c2ccccc2O)N1NS(=O)(=O)c1ccccc1 (stereo unspecified) | i | 3.5% | -6% | -14% | -1% | -8% | -3% | -0.7 | 2%
O=C(c1cc2c(=O)oc3ccccc3c2s1)N1CCN(c2ccccc2)CC1 | . | 0.0% | 2%[9.27 µM] | -18% | -3% | -16% | -2% | . | .
Cc1ccc(N)cc1CN1CCCC1=O | i | 0.1% | . | 6% | 2% | 9% | 4% | -4.9 | 0%
O=C(c1cccnc1)N1CCN(S(=O)(=O)c2ccc3ccccc3c2)CC1 | i | -0.5% | -15% | 4% | -4% | 1% | -13% | -3.5 | 2%
CSCCC(NC(=O)c1ccc(Cl)cc1Cl)C(=O)NCc1ccccn1 (stereo unspecified) | i | -0.5% | 1% | -9% | -2% | -6% | 1% | 0.2 | -1%
S=C(c1ccccc1)N1CCSCC1 | i | -0.5% | -6% | -11% | 0% | 3% | 0% | -2.1 | 2%
NC(=O)CSc1nnc(-c2ccccn2)n1Cc1ccco1 | i | -0.7% | -14% | -4% | 25% | 4% | -2% | 0.2 | -2%
CCOC(=O)CN1C(=O)N(c2ccccc2OC)S(=O)(=O)c2ccccc21 | i | -0.2% | -14% | 19% | 8% | 1% | -75% | -1.4 | -8%
c1ccc(CNC2CC3CCC2C3)cc1 (stereo unspecified) | i | 0.2% | -1% | 6% | 2% | -2% | 7% | -0.4 | .
O=S(=O)(NCc1ccccc1)NCc1ccccc1 | i | 6.7% | 5% | -5% | 0% | -1% | 3% | -16 | -7%
O=C(Nc1ccccc1Cl)C1C(c2ccccc2)C1(Cl)Cl (stereo unspecified) | i | 0.6% | -14% | -38%[inhibitor] | ? | 10% | -2% | -2.7 | 1%
O=c1oc2ccccc2n1Cc1cccc(C(F)(F)F)c1 | i | -0.8% | 0% | 11% | 15% | 0% | -1% | -2.3 | .
Cc1ccc(NC(=O)C2CC(=O)N(c3ccccc3Cl)C2)cc1S(=O)(=O)N1CCOCC1 (stereo unspecified) | i | 0.2% | ? | 5% | -2% | -14% | -15% | -3.2 | .
CC(C)(C)c1ccc(S(=O)(=O)N2CCC(N3CCCCC3)CC2)cc1 | i | -0.8% | 2% | 0% | 9% | -8% | -1% | -1.4 | 2%
CC(=O)c1c(C(C)=O)c(C)n(-c2ccc(N)cc2)c1C | i | -0.2% | -17% | 9% | ? | -15% | -13% | -0.8 | 0%
O=C1Nc2ccccc2/C1=N/N=C/c1cccc(O)c1 | i | 24% | -3% | -10% | -24% | -5% | -16% | -0.3 | -16%
CC1Sc2ccc(S(=O)(=O)N3CCC(C(N)=O)CC3)cc2NC1=O (stereo unspecified) | i | 3.1% | ? | -2% | 8% | 16% | -2% | 0.2 | 1%
O=C(OCC(=O)N1CCN(C(=O)c2ccco2)CC1)C1=COCCO1 | . | 0.9% | 2% | -1% | 1% | 5% | -22% | 0.7 | -2%
CCOc1ccc(S(=O)(=O)NCc2nc3cccnc3n2Cc2ccccc2OC)cc1 | . | 5.0% | . | 10% | ? | -14% | -28% | . | .
CCOC(=O)c1c(SCc2ccccc2)n[nH]c1N | i | 3.3% | -4% | -13% | 12% | 1% | -20% | -2.1 | -4%
c1ccc(CCc2cn(C[C@H]3CC[C@@H]([C@@H]4CC[C@H](Cn5cc(CCc6ccccc6)nn5)O4)O3)nn2)cc1 | i | 0.3% | 0% | 2% | -30% | 1% | -36% | -1.7 | -3%
CCO[C@@H]1OC(C(=O)N2CCCCCCC2)=C[C@H](c2ccc(C(F)(F)F)cc2)[C@H]1CCCO | i | 5.2% | 11% | -5% | ? | 0% | -22% | -1.5 | .
CCOC(=O)N1CCN(C(=O)CNC(=O)c2ccc(Br)cc2)CC1 | i | 0.0% | 14% | -5% | 3% | -14% | 8% | 1.7 | 1%
CCOC(=O)C1CCCN(CC(=O)Nc2cccc(C(C)=O)c2)C1 (stereo unspecified) | i | 4.4% | 7% | 23% | 7% | 8% | -16% | -2.2 | 0%
CC(=O)NC(Cc1ccccc1)C(C)=O (stereo unspecified) | i | 0.1% | 2% | -1% | -3% | -3% | -11% | 0.0 | 6%
Clc1ccc(NC2=NCCC2)cc1Cl | i | -0.8% | 4% | 9% | 0% | -3% | 1% | 0.0 | 1%
O=C(CNC(=O)c1ccccc1)NCC(=O)OCC(=O)c1ccccc1 | i | 0.1% | -2% | 3% | 3% | -2% | 12% | 1.2 | -1%
CCOc1ccc(-n2c(COc3ccccc3)nnc2SCC(N)=O)cc1 | i | 3.1% | 18% | 25% | -2% | -2% | -11% | -0.7 | ?
CC(=O)N1CCCc2cc(S(=O)(=O)N3CCC(C)CC3)ccc21 | i | 1.9% | 0% | -2% | ? | 2% | -21% | 1.5 | 2%
c1ccc(C2[C@H]3CN(CC4CCCCC4)[C@H](c4ccccc4)C34CC2(c2cccnc2)C4)cc1 (stereo partly specified) | i | 0.5% | 4% | 1% | -17% | 10% | -14% | 0.5 | -1%
CCOc1ccc(S(=O)(=O)n2cc(F)c(=O)[nH]c2=O)cc1[N+](=O)[O-] | i | 0.0% | 3% | . | 26% | -1% | -4% | 1.0 | 1%
CCC(C)(C)NC(=O)C1CCN(S(=O)(=O)c2cccs2)CC1 | i | 2.9% | 13% | -2% | 9% | 2% | 6% | -0.8 | 0%
Cc1ccc(SCCC(=O)NNC(=O)c2ccccc2F)cc1 | i | 0.5% | 14% | 9% | 6% | 18% | 14% | 0.4 | 3%
Cc1ccc(SCc2cc(=O)[nH]c(/N=C(\N)Nc3ccc(C)c(C)c3)n2)cc1 | i | -0.4% | . | -2% | -26% | 5% | 1% | -1.0 | -1%
CCCCN(C(=O)/C=C/c1ccc(OC)cc1)C1CCS(=O)(=O)C1 (stereo unspecified) | i | -0.5% | -12% | 8% | -9% | -2% | -11% | -3.3 | 2%
COc1cc(NC(=O)c2ccc(-c3cn[nH]c3)c3ccoc23)cc(OC)c1OC | i | 0.5%[9.22 µM] | . | 12% | 32% | . | -26% | -0.5 | .
Cn1c(=O)n(CCCc2ccccc2)c(=O)c2c1nc1n2CCN1c1ccccc1 | . | -0.9% | -1% | -14% | 16% | -3% | 2% | . | .
O=C(CNC(=O)c1ccco1)Nc1cccc(Cl)c1 | i | 16% | 9% | 1% | -8% | 3% | 1% | -1.5 | 0%
CCc1ccc(OCC(=O)NC(=S)Nc2ccc(C(C)=O)cc2)c(Br)c1 | i | -0.3% | -21% | 13% | -1% | -1% | 2% | -5.5 | -6%
COC(=O)N1CC=CC1(C)C(=O)NCc1cc(F)cc(C(F)(F)F)c1 (stereo unspecified) | i | 22% | 6% | -7% | 12% | 1% | -14% | -1.0 | -2%
O=C(CCC1CCCCC1)Nc1nncs1 | i | -0.6% | -15% | 16% | 0% | 3% | -2% | -0.9 | -1%
O=C(c1cccc(Cl)c1)N(Cc1cccs1)C1CCS(=O)(=O)C1 (stereo unspecified) | i | -0.5% | 5% | 0% | 2% | 1% | 10% | 0.0 | 0%
O=C(CN1C(=O)C2CC=CCC2C1=O)NC1CCCc2ccccc21 (stereo unspecified) | i | -0.4% | 0% | 4% | 0% | -3% | -15% | -0.2 | 2%
